# HKDC1 inh – HKDC1 (human) hexokinase inhibition | recombinant HKDC1, G6PDH/diaphorase resazurin coupled fluorescence | AID 493160 | 340,000 compounds, 0.16% hits | Q2TB90 | inhibition, % at 20 µM;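 active = inhibition above about 35% when tested at 20 µM, limit read from the data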;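 also: plate controls were DMSO wells with enzyme for no effect and DMSO wells lacking enzyme for full effect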
#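 Test system: recombinant HKDC1 (HK5) hexokinase enzyme, produced in-house; Amount: enzyme 5 µg/mL final; Buffer or medium: Tris pH 8.0 buffer with MgCl2, Tween-20, BSA, BME; Reagent: glucose and ATP substrates; Doses: 20 µM test compound, 1% DMSO; Incubation: 90 min reaction incubation at room temperature, dark; Detection: resorufin fluorescence at 613 nm.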
# UBC13 polyUb – blocks human UBC13 polyubiquitin chain formation | P61088 | 330,000 compounds, 0.47% hits | TR-FRET | inhibition, % at 20 µM; in the data active = inhibition above about 45%, passing the limit was not always enough
# Target sequence (P61088 whole entry, looked up): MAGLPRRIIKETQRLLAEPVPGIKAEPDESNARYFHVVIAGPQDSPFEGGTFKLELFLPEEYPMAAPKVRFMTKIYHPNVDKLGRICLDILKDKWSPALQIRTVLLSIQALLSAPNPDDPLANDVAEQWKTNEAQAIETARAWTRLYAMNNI
# SENP8 block-1 – blocks the human protease SENP8; purified SENP8, Z-RLRGG-aminoluciferin cleavage, luminescence; 330,000 compounds, 1.2% hits; inhibition, % at 10 µM; AID 2540; in the data active = inhibition above about 50%
# Target sequence (Q96LD8 whole entry, looked up): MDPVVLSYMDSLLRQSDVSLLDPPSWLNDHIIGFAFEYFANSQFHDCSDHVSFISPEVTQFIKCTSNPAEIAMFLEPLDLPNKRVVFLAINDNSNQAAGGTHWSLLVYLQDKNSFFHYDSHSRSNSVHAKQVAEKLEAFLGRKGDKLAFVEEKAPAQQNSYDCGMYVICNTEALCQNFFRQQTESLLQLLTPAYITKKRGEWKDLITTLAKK
# SENP8 block-2 – blocks human SENP8 cleavage of Nedd8 substrate; recombinant SENP8, Nedd8 substrate fluorescence; inhibition, % at 20 µM; 360,000 compounds, 0.64% hits; AID 602440; in the data active = inhibition mostly above about 40%, no sharp cut-off; inactive = mostly below about 27%
# PfG6PD inh – PfG6PD (Plasmodium falciparum) enzyme inhibition; PfGluPho enzyme, NADPH resazurin-diaphorase fluorescence; inhibition, % at 20 µM; 350,000 compounds, 0.78% hits; AID 504690;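 active = inhibition reaching at least a set limit at 20 µM in the primary screen, cut at about 59% in these data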;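 also: 0% = DMSO wells with substrate and 100% = DMSO wells lacking glucose-6-phosphate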
# SENP7 block – SENP7 protease inhibition | Q9BQF6 | AID 434973 | recombinant SENP7, Z-RLRGG-aminoluciferin luminescence, 40 min | 330,000 compounds, 1.5% hits | inhibition, % at 5 µM;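 active = inhibition above about 50% at the single test dose, limit read from the data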;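 also: plate controls were DMSO with enzyme for no effect and no enzyme buffer wells for full effect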
# MIN6 prolif – inducers of beta-cell replication in MIN6 cells. MIN6 cells proliferation, ATPlite luminescence, 48 h; cells starved in 0.2% serum; 100% = growth in 10% serum. proliferation, % at 10 µM. 330,000 compounds, 0.29% hits;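 active = compounds whose signal lies at least 3.5 SD above the mean of all wells on their plate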;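 also: 0% = DMSO-treated cells in low-serum medium and 100% = 10% serum control; some compounds called inactive have numbers as strong as hits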
# SENP1 FRET inh – inhibitors of human SENP1 SUMO protease catalytic domain | Q9P0U3 | recombinant SENP1 catalytic domain, CyPet-SUMO1-YPet FRET cleavage | inhibition, % at 10 µM | 360,000 compounds, 0.21% hits | AID 624204;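 active = inhibition at least 30% at 10 µM, raw YFP signal under a set limit, fluorescence ratio 0.5 to 1.5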;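 also: 0% = enzyme with DMSO and 100% = no enzyme wells; some results filed as inactive read as strong as hits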
# Target sequence (Q9P0U3 419-644 limits assumed): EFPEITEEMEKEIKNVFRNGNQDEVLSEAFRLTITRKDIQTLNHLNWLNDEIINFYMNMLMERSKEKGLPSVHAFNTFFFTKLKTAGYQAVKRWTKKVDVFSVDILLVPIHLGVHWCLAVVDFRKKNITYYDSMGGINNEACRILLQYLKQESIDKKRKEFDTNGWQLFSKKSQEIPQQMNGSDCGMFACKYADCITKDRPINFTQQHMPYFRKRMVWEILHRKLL
#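 Assay system – human recombinant His6-tagged SENP1 catalytic domain enzyme · Input – SENP1 enzyme, 20 pM final · Buffer or medium – Tris pH 8 buffer plus EDTA, NaCl, BME, BSA, NP40, catalase · Schedule – 50 min reaction at room temperature · Technique – FRET read of cyan and yellow fluorescence · Control set – no-enzyme wells low, DMSO-plus-enzyme wells high control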
# SENP6 block – SENP6 protease inhibition. inhibition, % at 10 µM. Recombinant SENP6 catalytic domain, aminoluciferin luminescence. 330,000 compounds, 1.8% hits;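 active = inhibition above about 50% at the single tested dose, limit read from the data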;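 also: plate controls were DMSO wells with enzyme for no effect and DMSO wells lacking enzyme for full effect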
# Target sequence (Q9GZR1 628-1112 limits assumed): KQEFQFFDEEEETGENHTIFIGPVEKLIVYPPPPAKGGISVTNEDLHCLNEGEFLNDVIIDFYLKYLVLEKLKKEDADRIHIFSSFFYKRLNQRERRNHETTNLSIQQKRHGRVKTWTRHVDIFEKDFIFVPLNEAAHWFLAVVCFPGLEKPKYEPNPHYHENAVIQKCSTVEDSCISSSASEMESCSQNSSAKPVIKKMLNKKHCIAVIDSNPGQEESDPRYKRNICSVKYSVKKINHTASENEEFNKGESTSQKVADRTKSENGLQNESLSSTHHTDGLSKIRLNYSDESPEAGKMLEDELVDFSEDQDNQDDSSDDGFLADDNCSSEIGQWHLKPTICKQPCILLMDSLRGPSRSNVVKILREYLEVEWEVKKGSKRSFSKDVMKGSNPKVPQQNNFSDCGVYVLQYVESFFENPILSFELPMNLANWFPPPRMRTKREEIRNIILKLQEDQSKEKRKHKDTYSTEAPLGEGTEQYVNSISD
# * = called active by the depositor. Compounds as they come; about 4% have a hit in one of these screens.
SMILES,HKDC1 inh,UBC13 polyUb,SENP8 block-1,SENP8 block-2,PfG6PD inh,SENP7 block,MIN6 prolif,SENP1 FRET inh,SENP6 block
NC(=O)CSc1nnc(-c2ccncc2)n1CCc1ccccc1,-1,-6,-4,19,12,-6,-1,2,16
COc1cc(N=C(N)N=C(N)N)cc(OC)c1,-3,4,5,13,-8,1,-1,2,1
Cc1ccc(C(=O)O/N=C2/CC3CCC2(C)[C@@]3(C)CBr)cc1 (stereo not given in full),2,10,10,13,11,5,-4,1,-1
Cc1cc(C(=O)NC2CCCc3c2cnn3-c2ccc(C)c(C)c2)nc(C)n1 (stereo not given),-7,-4,1,2,-6,3,-1,2,4
COc1ccc(OC)c(S(=O)(=O)Nc2ccc(Oc3ccccc3)cc2)c1,-7,0,-5,8,5,4,-6,0,-3
NS(=O)(=O)c1ccc(NC(=O)C(=O)NCCC(=O)O)cc1,-4,-14,0,16,-17,5,-1,2,-13
Cn1nc(-c2ccccc2)c(CSc2ccccc2)c1Cl,5,8,-1,18,-11,3,-2,1,-12
O=C(CSc1n[nH]c(-c2ccncc2)n1)Nc1ccc(Cl)cc1,12,-4,0,8,-27,3,-1,-2,-16
Cc1ccc(NC(=O)CCNS(=O)(=O)c2ccc3c(c2)CCC(=O)N3)cc1C,4,9,0,-9,-3,-1,0,-6,1
COc1ccc(C(=O)CSc2nnc(CCc3ccccc3)n2-c2ccccc2)cc1,7,14,-4,0,25,1,-4,-7,4
OCCNCCSc1ccc(Cl)cc1,2,-6,-7,14,-23,-11,-3,2,5
CCCCN(CC)C(=O)Cc1cn(C)c2ccccc12,-7,2,-5,17,-10,0,-2,0,-4
O=C(CCn1c(=S)oc2ccccc21)N1CCN(c2ccc(F)cc2)CC1,-3,-3,-2,6,3,-4,3,0,-3
CCC(=O)Nc1ccc(Br)c(Cl)c1,-1,5,-12,9,8,-8,-2,2,-9
Cc1ccc(SCC(=O)NC2CC2)cc1,-9,1,-9,-5,5,-11,-1,-3,-13
COc1cccc(CNC(=O)CCC2CCCN(C(=O)c3ccc(C)nc3)C2)c1 (stereo not given),-7,-11,-9,13,9,-7,-3,-2,5
CC(C)OCC(O)CN1CCNCC1 (stereo not given),-2,7,-3,16,-9,-1,-1,-2,-10
COc1ccc2nc(/C(C#N)=C\c3ccc(Oc4ccc([N+](=O)[O-])cn4)cc3)[nH]c2c1,-13,-29,-6,-89,-4,-3,-6,-25,-5
Cc1cccc(N/C=C(\[N+](=O)[O-])S(=O)(=O)c2ccccc2)c1C,5,2,5,8,-14,-3,-1,0,-2
Cc1ccc(C)c(OCc2ccc(C(=O)Nc3ccc([N+](=O)[O-])cn3)o2)c1,-4,1,-6,11,2,4,-2,-1,-8
O=C1S/C(=C\c2ccc(Cl)cc2)C(=O)N1CCn1cnnn1,17,-3,-12,8,-10,-4,-2,0,-14
O=C(O)C1CCCN(S(=O)(=O)c2ccc3c(c2)OCCO3)C1 (stereo not given),-12,-2,-3,20,-15,-6,3,1,-5
COc1cc(/C=C(\NC(=O)c2ccccc2)C(=O)NCCO)c([N+](=O)[O-])cc1OC,-3,3,1,10,14,4,-3,0,-2
Oc1cc(Nc2ccccc2)cc2cccnc12,-2,-19,-3,-22,-6,-4,-6,2,23
Cc1ccc(-n2nc3c(N4CCC(C(=O)N5CCCCCC5)CC4)nnc(C)c3c2C)cc1,-4,-4,-3,-326,18,7,-5,-1,6
COc1cccc(CN2CCNC(=O)C2CC(=O)NCCOc2cccnc2)c1 (stereo not given),2,-2,-2,-8,-17,-4,-4,-3,-6
CCOC(=O)CSc1ccc2nnc(-c3ccccc3)n2n1,-1,8,-6,-293,19,-12,0,2,-8
N#C/C(=C\c1cccc(NC(=O)c2ccccc2Cl)c1)C(=O)NCCc1ccccc1,9,-4,3,-53,14,0,0,-7,-2
CCN(CC)S(=O)(=O)c1ccc(OCC(=O)NC(=O)c2ccccc2OC)c([N+](=O)[O-])c1,-6,-2,1,8,8,-4,-1,1,-5
O=C(CSc1ncccn1)NC1CCS(=O)(=O)C1 (stereo not given),-2,0,6,3,-16,0,6,3,-5
COC(C(=O)Nc1ccc(F)cc1)c1ccccc1 (stereo not given),-9,-3,-8,19,-5,-10,-1,0,-17
COc1cc(C(=O)NC2CCCc3ccccc32)ccc1OCC(=O)Nc1ccc(F)cc1 (stereo not given),-7,-1,-2,17,-21,3,0,2,-11
CC(=O)Nc1ccccc1C(=O)C(=O)Nc1cccc(Br)c1,-6,4,-3,8,10,6,7,2,-8
CC(/C=C/c1ccc(N(C)C)cc1)=N/N=C1/NC(=O)CC(C(=O)Nc2ccc(Cl)cc2)S1 (stereo not given),2,-4,-5,-166,-34,0,0,-29,3
COc1cc2c(cc1OC)CN(C1CCC(C)CC1)CC2 (stereo not given),-1,-3,-1,-13,-16,3,-1,-2,-5
COc1cccc(C(=O)Nc2cccc(C(=O)NCC(C)C)c2)c1,-7,2,4,11,5,3,-2,0,15
CC(C)CC(=O)Nc1ccc2c3c(cccc13)CC2,13,5,3,-8,15,2,0,-8,-4
COc1ccccc1N1CCN(C(=O)c2cn(C)c3ccc(S(=O)(=O)N4CCOCC4)cc3c2=O)CC1,0,5,-7,9,-2,2,-4,1,-4
CCOC(=O)C(NC(=O)c1ccc(F)cc1)(Nc1nnc(C)s1)C(F)(F)F (stereo not given),5,4,9,15,-6,5,0,3,-2
COc1cc(/C=C/C(=O)OCC(=O)c2ccccc2)cc(OC)c1OC,-1,6,10,-349,-1,-14,-2,0,-8
Cc1ccc(C(C)C)c(OCC(=O)Nc2ccc(N3CCN(S(C)(=O)=O)CC3)cc2)c1,0,1,-1,28,-1,-4,0,0,-9
Cc1ccccc1OCCNC(=O)c1ccccc1Sc1ccccc1C#N,-4,-8,-4,11,-5,-1,0,2,-15
CC(C)c1nc2sc(C(=O)O)c(N)c2c2c1CCCC2,4,-2,-6,-58,32,-9,-2,-62,-21
COc1cccc(NC(=O)N2CCCC(C(=O)Nc3ccccc3OC)C2)c1 (stereo not given),-1,-9,-3,7,-10,2,-1,2,-2
O=C(OCC1COc2ccccc2O1)c1ccccc1F (stereo not given),8,7,5,14,4,18,0,-1,10
CCc1cc2c3c(c1)C1(C(=O)N3C(C)(C)CC2C)C(C#N)=C(N)N2C(=C1C#N)Nc1ccccc12 (stereo not given),0,-22,-13,-28,18,-2,-3,-30,-2
Cc1ccccc1S(=O)(=O)NC1OC(=O)C(Oc2ccccc2)=C1Br (stereo not given),-8,-2,1,10,13,-5,-2,1,-1
O=C(NC1CCCCC1)C(c1ccccc1)N(Cc1ccco1)C(=O)c1csnn1 (stereo not given),-1,3,3,3,-14,-3,-1,1,-13
COC(=O)c1ccc(NC(=O)CCn2c(=O)oc3ccccc32)cc1,-4,-5,-13,3,14,-4,-1,-3,-10
CC(=O)[C@@]1(O)CC[C@H]2[C@@H]3CCC4=CC(=O)CC[C@]4(C)[C@H]3CC[C@@]21C,-6,-14,-1,-1,11,-11,-1,0,-10
CCN(C(=O)COC(=O)c1[nH]c(C)c(C(C)=O)c1C)C1CCS(=O)(=O)C1 (stereo not given),2,-4,0,18,0,-4,-2,4,-9
O=C(c1ccoc1)N1CCCC(N2CCN(c3cccc(Cl)c3)CC2)C1 (stereo not given),6,-5,5,5,-12,-3,-4,1,3
O=C(NNC(=O)c1ccccc1[N+](=O)[O-])Nc1ccccc1C(F)(F)F,-9,-12,-9,5,-22,-9,-2,0,1
CCn1c(SCC(=O)Nc2ccc(C)cc2)nnc1-c1ccc(O)cc1,-2,9,-2,12,19,-2,-2,1,2
Cc1cccc(C)c1NC(=O)c1cc(S(=O)(=O)N2CCOCC2)ccc1F,-8,-6,2,15,-7,11,-1,2,-1
CN(C)/C=C/C(=O)c1ccc(Br)s1,-4,-8,3,-12,3,-4,0,0,-22
O=C1NC(=Nc2ccccc2Cl)S/C1=C\c1ccc(C(=O)O)cc1,9,-10,29,20,-41,13,0,1,30
Cc1c(C#N)c2ncnc(-c3ccccc3)c2n1-c1ccccc1,-8,-2,-2,4,-15,0,-2,0,-9
COc1ccc(CN(CC(=O)NCC2CCCO2)C(=O)CCC(=O)Nc2nccs2)cc1 (stereo not given),-4,-2,-3,4,-10,-9,0,3,-3
COc1ccc(OCCN2CCN(C3CC(=O)N(CCC(C)C)C3=O)CC2)cc1 (stereo not given),-6,-9,-6,8,3,-6,-3,3,-4

# (cont.)
SMILES,HKDC1 inh,UBC13 polyUb,SENP8 block-1,SENP8 block-2,PfG6PD inh,SENP7 block,MIN6 prolif,SENP1 FRET inh,SENP6 block
CCCCNc1nc2sc3c(c2c(=O)n1-c1cccc(Cl)c1)CCN(C)C3,7,12,1,-459,15,-4,-3,-39,-6
O=c1cc(-c2ccc(O)c(O)c2)oc2c1ccc1ccccc12,8,-24,0,-223,-14,3,-6,26,1
Cc1ccc(S(=O)(=O)N/N=C/c2ccc(OS(=O)(=O)c3ccc(C)c([N+](=O)[O-])c3)cc2)cc1,-2,-12,-7,20,-32,10,-5,4,8
Cc1ccc(N(CC(=O)NC2CCCCC2)C(=O)CCC(=O)Nc2nccs2)cc1,-1,6,5,16,-1,6,2,-2,1
CCOc1ccc(C(=O)COC(=O)C2COc3ccccc3O2)cc1 (stereo not given),4,-8,-5,3,8,0,-2,0,6
CN(C)CCN(C(=O)c1ccc(S(=O)(=O)N2CCc3ccccc32)cc1)c1nc2ccc(F)cc2s1,-2,-1,-2,-1,9,-1,0,0,6
COc1ccc(CCn2c(SCCN3CCCCC3)nc3ccccc3c2=O)cc1OC,7,10,6,11,8,3,-3,1,6
Cc1ccc(N2CCN(S(=O)(=O)c3ccc(Cl)s3)CC2C)cc1 (stereo not given),2,8,0,16,5,1,-3,-1,-2
CC1(C)CC2CC(C)(CN2Cc2cccc([N+](=O)[O-])c2)C1 (stereo not given),-4,-6,-10,15,13,12,1,2,-17
COc1ccc(CNC(=O)C23CN(Cc4ccccc4)CC2C(c2ccc([N+](=O)[O-])cc2)=NO3)cc1 (stereo not given),-3,-20,0,10,14,1,-4,0,11
Cc1cccc(-c2nnc(SCC#N)n2-c2cccc(Cl)c2)c1,-1,5,-2,32,-4,4,2,-1,-3
COCC(=O)N(CCN(C)C)Cc1cc2cc3c(cc2nc1Cl)OCO3,3,1,6,-23,17,1,-2,0,8

# Single records (already shown):
# Shown for Cc1ccc(S(=O)(=O)N/N=C/c2ccc(OS(=O)(=O)c3ccc(C)c([N+](=O)[O-])c3)cc2)cc1 = HKDC1 inh: -2; UBC13 polyUb: -12; SENP8 block-1: -7; SENP8 block-2: 20; PfG6PD inh: -32; SENP7 block: 10; MIN6 prolif: -5; SENP1 FRET inh: 4; SENP6 block: 8
# Shown for CN(C)CCN(C(=O)c1ccc(S(=O)(=O)N2CCc3ccccc32)cc1)c1nc2ccc(F)cc2s1 = HKDC1 inh: -2; UBC13 polyUb: -1; SENP8 block-1: -2; SENP8 block-2: -1; PfG6PD inh: 9; SENP7 block: -1; MIN6 prolif: 0; SENP1 FRET inh: 0; SENP6 block: 6
# Shown for COCC(=O)N(CCN(C)C)Cc1cc2cc3c(cc2nc1Cl)OCO3 = HKDC1 inh: 3; UBC13 polyUb: 1; SENP8 block-1: 6; SENP8 block-2: -23; PfG6PD inh: 17; SENP7 block: 1; MIN6 prolif: -2; SENP1 FRET inh: 0; SENP6 block: 8

# Screening data as filed in PubChem BioAssay.
